# Y pestis TopoI – Yersinia pestis topoisomerase I inhibitors, primary screen, biochemical, cleavage product accumulation, plate reader, single point; activity, % at 10 µM; DNA topoisomerase I (Yersinia pestis CO92); 360,000 tested, 0.064% active; Y. pestis Topo-I cleavage product accumulation; AID 504884, 2011; in the data active = activity above about 50%, passing the limit was not always enough; inconclusive = no clear call, values can overlap the other calls; also: inactives centre near 2
# Vc quorum ag – inducers of Vibrio cholerae quorum light production without autoinducers, primary screen, BH1578 luxS cqsA deficient, single point; 350,000 tested, 0.16% active; AID 588436, 2011; activation, % at 18.7 µM; V. cholerae BH1578 lux reporter, luminescence, 6 h; in the data active = activation mostly above about 9.7%, no sharp cut-off; inconclusive = no clear call, values can overlap the other calls; inactive = mostly below about 3.7%; also: not every result past the cut was called active; inactives centre near 0; reference of the scale not given here
# SARS 3CLpro inh – SARS-CoV 3CLpro protease inhibitors, primary screen, biochemical, quenched FRET; inhibition, % at 6 µM; 290,000 tested, 0.14% active; recombinant SARS-CoV 3CLpro, quenched FRET peptide cleavage; in the data active = inhibition above about 12%
# TcdB GH inh – TcdB glycohydrolase inhibitors, primary screen, biochemical, single point, plate reader; Toxin B (Clostridioides difficile), P18177; TcdB glycohydrolase enzymatic assay; inhibition, % at 9.99 µM; 350,000 tested, 0.24% active; AID 652162, 2013; in the data active = inhibition above about 10%
# MazF activator – activators of E. coli MazEF toxin-antitoxin RNase, primary screen, biochemical, fluorescence, uHTS; Endoribonuclease toxin MazF (Escherichia coli (strain K12)), P0AE70; activation, % at 20 µM; FAM/BHQ RNA-DNA oligo cleavage fluorescence, 5 h; 350,000 tested, 0.32% active; in the data active = activation above about 50%
# Target sequence (P0AE70 whole entry, looked up): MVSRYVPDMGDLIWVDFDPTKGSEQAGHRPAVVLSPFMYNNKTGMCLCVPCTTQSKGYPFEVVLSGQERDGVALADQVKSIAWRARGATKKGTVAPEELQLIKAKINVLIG
# PriA SSB inh – inhibitors of Klebsiella pneumoniae PriA binding to SSB C-terminal tail, primary screen, biochemical, AlphaScreen | AlphaScreen SSBct-PriA binding, biotinylated peptide | inhibition, % at 33 µM | 430,000 tested, 0.6% active | AID 1272365, 2023; in the data active = inhibition mostly above about 37%, no sharp cut-off; inactive = mostly below about 20%;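 also: plate controls were negative control peptide for no effect and reference peptide for full effect; strong numbers were not always called active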
# PrPC surface inh – inhibitors of human cell surface prion protein PrPC, primary screen, cell-based, TR-FRET. TR-FRET read-out. Major prion protein (Homo sapiens), P04156. 370,000 tested, 0.43% active. AID 720596, 2013. inhibition, % at 13.8 µM; in the data active = inhibition above about 24%; also: 0% = median of the test wells and 100% = reference compound wells
# VHR inh abs – VHR1 phosphatase inhibitors, primary screen, biochemical, absorbance, uHTS; recombinant VHR phosphatase, pNPP absorbance; Dual specificity protein phosphatase 3 (Homo sapiens), P51452; inhibition, % at 13.3 µM; AID 1654, 2009; 290,000 tested, 0.52% active; in the data active = inhibition above about 50%; also: some compounds called inactive have numbers as strong as hits
# Target sequence (P51452 whole entry, looked up): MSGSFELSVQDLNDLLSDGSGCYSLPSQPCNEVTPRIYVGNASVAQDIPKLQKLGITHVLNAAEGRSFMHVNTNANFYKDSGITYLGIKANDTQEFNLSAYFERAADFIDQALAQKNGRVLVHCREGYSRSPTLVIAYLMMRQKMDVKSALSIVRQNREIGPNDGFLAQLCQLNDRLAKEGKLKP
# CCHFV vOTU inh – CCHFV vOTU protease inhibitors, primary screen, biochemical, Pep-AMC substrate, fluorescence; inhibition, % at 11.5 µM; Crimean-Congo hemorrhagic fever virus L polyprotein viral ovarian tumor (vOTU) protease …; AID 651958, 2012; 370,000 tested, 0.55% active; in the data active = inhibition above about 30%; also: 0% = vehicle wells with enzyme and 100% = no enzyme wells
# Rv3671c inh – Rv3671c serine protease inhibitors, primary screen, biochemical, fluorescence polarization, M. tuberculosis H37Rv. inhibition, % at 5.96 µM. 320,000 tested, 0.048% active; in the data active = inhibition above about 38%;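 also: extracellular domain of Rv3671c used as enzyme; 0% = enzyme with DMSO and 100% = no enzyme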
# Target sequence (P9WHR9 whole entry, looked up, the tested form may be a part): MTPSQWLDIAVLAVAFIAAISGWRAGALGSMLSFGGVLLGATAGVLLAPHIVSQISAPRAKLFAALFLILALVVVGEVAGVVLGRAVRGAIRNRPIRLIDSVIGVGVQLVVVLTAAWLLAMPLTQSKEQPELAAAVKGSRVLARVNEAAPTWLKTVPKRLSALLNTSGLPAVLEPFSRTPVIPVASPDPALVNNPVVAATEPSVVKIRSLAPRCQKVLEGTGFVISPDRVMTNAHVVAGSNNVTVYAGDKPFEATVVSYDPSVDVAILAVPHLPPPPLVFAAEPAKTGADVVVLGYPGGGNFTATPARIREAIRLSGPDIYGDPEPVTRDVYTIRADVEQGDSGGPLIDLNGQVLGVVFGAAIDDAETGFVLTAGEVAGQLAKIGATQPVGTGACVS
# Numbers without * were called inactive; i = inactive; ? = inconclusive; / = no result given; & = joins results of further samples. Only part of the results is shown (hit frequency here may not be typical).
SMILES,Y pestis TopoI,Vc quorum ag,SARS 3CLpro inh,TcdB GH inh,MazF activator,PriA SSB inh,PrPC surface inh,VHR inh abs,CCHFV vOTU inh,Rv3671c inh
CC(C)OC(=O)C(NC(=O)c1ccccc1)=C1CCCCC1,-3.7,-0.2,0.2,/,2.8,-9.7,-3.1,15.4,10.2,10.1
CCN1CCN(c2oc(-c3ccc([N+](=O)[O-])cc3)nc2C#N)CC1,-1.7,-0.8,2.8,0.9,6.3,-2.6,-30.8,11.2,-2.6,6.6
C[C@H]1CN([C@@H](C)CO)C(=O)c2cccc(NC(=O)Nc3ccc(C(F)(F)F)cc3)c2O[C@@H]1CN(C)S(=O)(=O)c1ccc(Cl)cc1,30.2,-0.4,/,0.1,7.6,4.1,5.7,/,-2.9,-120.4
Cc1ccc(N(CC(=O)N2CCCCCC2)S(C)(=O)=O)cc1,8.4,-0.3,/,0.3,1.8,/,2.3,/,-4.7,/
Cn1c(O)c(C(=N)COc2cccc(Cl)c2)c(=O)n(C)c1=O,-4.5,i,-2.6,1.1,-7.8,-8.9,-3.2,-4.4,0.8,-3.0
CC1(C)CC(=O)C2=C(C1)Nc1ccccc1NC2c1ccccn1 (stereo unspecified),3.3,2.8,-3.5,/,-5.8,-14.5,3.2,-4.6,-0.2,3.9
COC(=O)C1=C(c2cccc(OCc3ccccc3)c2)C[C@@H]2CC[C@H]1N2C(=O)NCCOc1ccccc1Cl,44.1,i,/,6.0,0.8,-3.6,8.7,/,2.5,-9.9
CN(C)NC(=O)c1csnc1-c1c(Cl)cccc1Cl,-2.4,-0.9,-4.9,-0.8,1.9,-0.2,-1.1,8.8,-9.4,3.1
CCN(CC)C(=O)Oc1ccc(NC(=O)N2CCOCC2)cc1,0.1,-0.1,-3.0,-0.4,5.9,-13.0&-17.6,7.8,27.2,2.6,-2.7
COC(=O)c1c(-c2ccc(Br)cc2)noc1N,4.6,16.7*,-2.2,/,-0.6,4.8,-4.5,28.5,-7.8,-9.2
CCC(C)C(=O)Nc1ccc(OC)cc1OC (stereo unspecified),5.0,2.4,2.9,/,3.0,0.1,-3.2,-6.1,-8.1,3.5
Cc1cc(NC(=O)CN2C(=O)[C@@H]3[C@H](C2=O)[C@@H]2C[C@H]3C(Br)C2Br)no1 (stereo partly specified),11.1,i,-2.9,0.7,-6.8,6.8,1.7,12.0,-1.3,3.2

# In a second layout: two of the compounds above.
# Each structure is followed by: Y pestis TopoI	Vc quorum ag	SARS 3CLpro inh	TcdB GH inh	MazF activator	PriA SSB inh	PrPC surface inh	VHR inh abs	CCHFV vOTU inh	Rv3671c inh
COC(=O)c1c(-c2ccc(Br)cc2)noc1N
  4.6	16.7*	-2.2	/	-0.6	4.8	-4.5	28.5	-7.8	-9.2
CC1(C)CC(=O)C2=C(C1)Nc1ccccc1NC2c1ccccn1 (stereo unspecified)
  3.3	2.8	-3.5	/	-5.8	-14.5	3.2	-4.6	-0.2	3.9

# (next part)
SMILES,Y pestis TopoI,Vc quorum ag,SARS 3CLpro inh,TcdB GH inh,MazF activator,PriA SSB inh,PrPC surface inh,VHR inh abs,CCHFV vOTU inh,Rv3671c inh
COc1ccc(S(=O)(=O)N2CCOCC2)cc1NS(=O)(=O)c1ccc(F)c(F)c1,4.6,-2.1,/,-0.3,-1.1,-11.9,-5.0,/,27.5,-1.9
COc1ccc(CCC(C)Nc2cccc(C)c2)cc1 (stereo unspecified),29.0,-0.4,-2.4,/,3.5,-17.3,5.1,35.6,-0.3,3.1
CCN(CC)C(=O)C1=C(C)N(Cc2ccc(C(C)(C)C)cc2)C(=O)C(CC(=O)NCc2cccs2)C1 (stereo unspecified),41.3,-0.2,/,1.1,2.0,/,2.1,/,7.2,/
CC(C)COc1cccc(C(=O)NC(=S)NCc2cccnc2)c1,?,-0.1,-1.9,/,-2.9,7.4,5.5,9.0,-3.3,3.7
CCC(=O)N1N=C(c2ccc(C)o2)CC1c1ccc(N(C)C)cc1 (stereo unspecified),9.8,i,6.7,-10.0,-12.4,29.2,-10.9,24.4,5.8,-1.2
CC1(C)CC(=O)C=C(Nc2ccccc2)C1,4.3,-0.5,4.6,-6.8,-1.7,-0.7,3.2,-8.5,3.0,6.7
Cc1ccc(NC(=O)CN(C)C(=O)COC(=O)COc2ccc(C#N)cc2)cc1,3.4,-14.3,/,1.8,-0.6,0.6,5.3,/,-8.8,2.1
CN(C(=O)c1ccc(NC(=O)c2ccco2)cc1)c1ccccc1,-10.9,-0.8,-0.5,1.0,6.1,0.7,-1.6,27.2,5.3,-3.4
Cc1ccc(NC(=O)CSc2nnc(NC(=O)c3ccco3)s2)cc1,-11.9,-0.3,0.9,0.8,-3.3,-10.8,3.3,9.6,-2.8,-4.6
C=CCN=Cc1sc2ccc(OCC)cc2c1O,/,/,5.2,1.5,/,/,-8.5,0.4,-1.3,-4.2
COC(=O)C1=C(C)OC(N)=C(C#N)C1c1c(C)nn(C)c1C (stereo unspecified),0.1,-0.6,-0.3,-0.8,-4.0,-14.1,5.9,4.2,4.5,-5.5
C[C@@H](O)CC#Cc1ccc2oc(=O)c(-n3cc(-c4ccsc4)nn3)cc2c1,9.7,-0.3,/,1.4,-4.0,-10.3,-5.0,/,-8.4,-2.5
CC(C)Cn1cc(C(=O)N2CCC3(CC2)OCCO3)c2c3ccccc3n(C)c2c1=O,23.9,2.8,-4.1,/,4.9,1.1,-8.1,10.7,-32.1,1.9
COC(=O)[C@@H]1[C@@H](C#N)C2(c3ccccc3-c3ccccc32)N(c2ccc(Cl)cc2)N1C#N,13.4,-0.6,-0.4,/,-7.3,-13.8,2.6,7.5,11.2,5.8
N#Cc1ccccc1COc1cccc2c1CCCC2O (stereo unspecified),-1.6,1.6,-1.5,0.1,9.4,2.6,-6.6,/,5.6,7.0
Nc1cc(Cl)c2nonc2c1[N+](=O)[O-],-6.8,-3.4,0.5,/,-6.0,-27.3,56.2*,9.0,27.6,-13.6
CC1=C(C(N)=O)S(=O)(=O)c2ccccc21,0.6,1.4,2.4,1.9,-7.5,-8.3,-7.1,23.1,-16.6,-1.5
COc1ccccc1/C=C/c1onc(C)c1S(=O)(=O)N1CCC(C(=O)NC(C)C)CC1,23.5,-0.3,3.5,1.1,0.9,-7.1,-5.8,21.2,7.4,2.8
CC(C)(C)OC(=O)N1CCN(C(=O)Nc2ccc3c(c2)OCCO3)CC1,2.2,-0.3,-2.4,0.7,3.5,8.9,3.0,16.6,-7.4,5.0
COc1cccc(-c2csc(N3CCN(CC(=O)NNC(=O)c4ccco4)CC3)n2)c1,20.8,i,-0.6,-2.2,2.0,-5.2,-1.6,20.8,-10.5,0.6
COC(=O)C1=C(C(=O)OC)[C@@H]2N(C)c3ccccc3[C@@]23C[C@@H](C(=O)OC)N(C(=O)c2cccs2)C3=N1,35.2,i,/,-0.2,-2.7,0.7,-2.8,-4.1,-4.0,-1.3
O=C(CN1C(=O)C2C3C=CC(C3)C2C1=O)NC1CCCc2ccccc21 (stereo unspecified),1.4,i,0.2,/,3.0,-6.9,7.1,20.8,2.9,-3.7
COc1cccc(CN(c2ccccc2C(=O)O)S(=O)(=O)c2ccc(C)cc2)c1,6.8,-1.1,/,-1.3,6.1,-6.5,6.7,/,3.6,/
COC(=O)C1CCCN1C(=O)COc1ccc(Br)cc1Cl (stereo unspecified),0.3,0.1,1.5,0.9,6.0,-13.8,6.5,-4.8,9.0,-11.2

# Some of these compounds in order of heavy-atom count, rising.
SMILES,Y pestis TopoI,Vc quorum ag,SARS 3CLpro inh,TcdB GH inh,MazF activator,PriA SSB inh,PrPC surface inh,VHR inh abs,CCHFV vOTU inh,Rv3671c inh
Nc1cc(Cl)c2nonc2c1[N+](=O)[O-],-6.8,-3.4,0.5,/,-6.0,-27.3,56.2*,9.0,27.6,-13.6
CC(C)(C)OC(=O)N1CCN(C(=O)Nc2ccc3c(c2)OCCO3)CC1,2.2,-0.3,-2.4,0.7,3.5,8.9,3.0,16.6,-7.4,5.0
COc1ccccc1/C=C/c1onc(C)c1S(=O)(=O)N1CCC(C(=O)NC(C)C)CC1,23.5,-0.3,3.5,1.1,0.9,-7.1,-5.8,21.2,7.4,2.8

# (cont.)
SMILES,Y pestis TopoI,Vc quorum ag,SARS 3CLpro inh,TcdB GH inh,MazF activator,PriA SSB inh,PrPC surface inh,VHR inh abs,CCHFV vOTU inh,Rv3671c inh
CCCN(CCC)CCCNC(=O)Cn1cnc2sc(C)c(S(=O)(=O)N3CCOCC3)c2c1=O,-3.9,-0.1,-6.3,-1.5,6.7,-3.9,-4.3,11.8,-4.7,7.5
CNC(=S)NC1CC2CCCC(C1)N2Cc1ccco1 (stereo unspecified),-6.6,3.7,-6.2,0.2,0.4,7.0,-2.3,-10.9,0.6,-2.5
CCC1CN(C(=O)Nc2ccc(C)cc2)c2cc(C)ccc2O1 (stereo unspecified),-1.7,-0.3,4.0,1.9,2.5,-8.0,6.5,23.4,22.8,-2.1
COCCOCCn1c(/C=C/c2ccccc2)nc2ccccc21,8.6,1.0,-1.7,8.7,6.0,-10.8,-2.2,9.0,-41.9,-7.9
CN(C)c1ccc(CNC(=O)CCNS(=O)(=O)c2cc(Br)cnc2N)cc1,9.2,-0.5,-6.4,/,-1.6,7.7,/,-46.7,/,1.8
CCOC(=O)/C=C/C(=O)OCC(=O)NC(c1ccccc1)c1ccccc1,7.5,-0.7,4.4,/,2.8,-7.5,-3.4,11.3,7.9,-2.9
CCOC(=O)C1CCN(C(=O)COC(=O)c2cc([N+](=O)[O-])ccc2N2CCOCC2)CC1,-1.7,-0.1,/,0.1,2.9,-2.1,-22.1,/,7.8,0.8
Cc1ccccc1CC1(CO)CCCN(C(=O)c2ccccc2Cl)C1 (stereo unspecified),28.9,i,-3.0,1.1,12.8,-8.3,-3.7,12.9,-2.5,0.6
CN1C(=O)CCC2(c3ccccc3)CC=C(O)C=C12 (stereo unspecified),2.7,i,/,0.6,4.4,-13.6,-6.4,/,-2.5,/
Clc1cccc(CNCCCSc2ncccn2)c1Cl,2.3,-1.7,3.2,1.8,7.7,10.9,-2.5,-1.9,6.6,2.2
Cc1ccc(N(CC(=O)NC2CCCC2)C(=O)CCC(=O)Nc2nc(C)cs2)cc1,16.3,i,6.6,1.1,-5.8,-15.3,-6.1,-17.1,10.2,-8.2
CC1(C)S[C@@H]2[C@H](NC(=O)C(C(=O)O)c3ccccc3)C(=O)N2[C@H]1C(=O)O (stereo partly specified),8.9,i,-1.6,/,0.6,-10.2,/,-10.7,/,-1.3
CCCCn1c(SCC(=O)N2c3ccccc3CCc3ccccc32)nc2c1c(=O)n(C)c(=O)n2C,5.5,-0.3,-3.2,-0.8,7.9,-3.4,5.1,17.7,17.1,-0.2
O=C(Nc1ccc(NS(=O)(=O)c2ccccc2)cc1)c1ccccc1,6.7,-3.6,-1.1,-0.6,25.8,-7.8,5.2,-11.4,3.9,-10.1
O=C(NCc1ccc2c(c1)OCO2)c1nnc(Cc2ccc(Cl)cc2)o1,25.0,-0.4,-4.7,1.3,-1.8,-10.3,7.5,11.4,-4.5,5.7
Cc1cccc(-c2oc3ccccc3c2C#CCCCCO)c1,2.4,i,-1.5,0.0,-4.2,-24.8,0.5,-6.6,9.8,-7.4
N#Cc1cccc(Oc2ccc(-c3cnc4ccccc4n3)cc2)c1C#N,1.6,5.4,-0.7,/,-28.0,-6.4,-1.9,16.9,8.5,-24.1
CCOC(=O)C1(Cc2cccc(OC)c2)CCN(C/C=C/c2ccccc2)CC1,-1.7,i,5.6,0.3,-12.2,-3.8,-2.7,-10.1,14.4,-5.8

# Screens from PubChem.
